M5 ag = human M5 muscarinic receptor agonists, primary screen, CHO-K1 cells, Fluo-8 calcium fluorescence. activation, % at 3 µM. 360,000 compounds, 0.19% hits. CHO-K1 hM5 cells; 0% DMSO wells, 100% maximal acetylcholine response. Muscarinic acetylcholine receptor M5 (Homo sapiens), P08912;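 active = activation above the run's mean over test compounds plus 3 SD, cut at about 23% in these data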;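 note: signal is peak over basal fluorescence ratio across the kinetic read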
CRFBP-R2 agonist = agonists of CRF-BP/CRF-R2 complex, primary screen, cell-based, HEK293, calcium dye fluorescence, uHTS. activation, % at 13.2 µM. 350,000 compounds, 0.46% hits. calcium dye fluorescence (FLIPR); percent of saturating CRF peptide response. AID 588473, 2011;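 active = activation of at least 50%, plus an integration ratio under a set limit after plate pattern correction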;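 note: plate controls were neutral control wells without compound for no effect and CRF at EC100 for full effect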
TAAR1 agonist = human TAAR1 agonists, primary screen, Fluo-8 calcium fluorescence, CHO RD-HGA16 cells. activation, % at 3 µM. AID 624467, 2012. 360,000 compounds, 0.99% hits. vehicle wells 0%, saturating PEA agonist 100%;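 active = activation above the mean activation of all test compounds in the run plus 3 SD, cut at about 38% in these data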
Target sequence (Q96RJ0 whole entry, looked up): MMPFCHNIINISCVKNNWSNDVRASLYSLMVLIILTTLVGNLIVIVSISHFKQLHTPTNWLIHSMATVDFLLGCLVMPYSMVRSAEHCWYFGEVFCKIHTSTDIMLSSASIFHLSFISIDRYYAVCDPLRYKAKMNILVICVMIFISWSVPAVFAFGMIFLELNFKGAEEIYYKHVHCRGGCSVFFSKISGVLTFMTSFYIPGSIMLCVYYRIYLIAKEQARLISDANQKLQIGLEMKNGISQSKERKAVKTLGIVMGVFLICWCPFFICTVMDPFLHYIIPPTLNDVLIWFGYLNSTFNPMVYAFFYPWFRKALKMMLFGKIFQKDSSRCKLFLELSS
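Repeats: no replicates (n 1) | Material: CHO-derived RD-HGA16 cells with stable Gα16 and human TAAR1 | Technique: Kinetic Fluo-8 calcium fluorescence | Schedule: 17-24 h seeding, 75 min 37 °C dye, 30 min RT | Evaluation: % activation from peak over basal fluorescence ratio, DMSO-to-PEA scaled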
TAAR1 antagonist = human TAAR1 antagonists, primary screen, Fluo-8 calcium fluorescence, CHO RD-HGA16 cells; AID 624466, 2012; Trace amine-associated receptor 1 (Homo sapiens), Q96RJ0; inhibition, % at 3 µM; 360,000 compounds, 1.5% hits; antagonist;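 active = inhibition above a per-plate cutoff, the mean inhibition of test compounds on that plate plus 3 SD, cut at about 49% in these data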;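 note: 0% = DMSO plus EC80 beta-PEA response and 100% = DMSO alone without agonist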
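Test system: CHO RD-HGA16 cells bearing hTAAR1 | Reagent: β-PEA, EC80 | Compound dosing: 3 µM, single point | Schedule: Dye loading 75 min at 37 °C, then 30 min room temperature | Signal: Calcium fluorescence with Fluo-8 | Evaluation: Percent inhibition of PEA-evoked calcium signal, max/basal emission ratio | Control set: DMSO-only wells and EC80 β-PEA-stimulated wells | Repeats: Singlicate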
CHO-K1 Ca PAM = nonselective calcium activators in parental CHO-K1 cells, primary screen, counter-screen for M1 PAM project, cell-based, Fluo-8 calcium fluorescence, full deck, 1536-well; 360,000 compounds, 0.02% hits; activation, % at 3 µM; ATP EC20; 0% at ATP EC20, 100% at ATP max; AID 602247, 2012;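 active = activation above the run cutoff, the mean activation of all test compounds plus 3 SD, cut at about 40% in these data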;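 note: peak over basal fluorescence ratio in a 140 s read after ATP addition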
CHRM4 PAM = human M4 muscarinic receptor positive allosteric modulators, primary screen, CHO-K1 cells, Fluo-8 calcium fluorescence. activation, % at 3 µM. CHO-K1 hM4/Gqi5, ACh EC20; 0% = ACh EC20, 100% = maximal ACh. 360,000 compounds, 0.4% hits. Muscarinic acetylcholine receptor M4 (Homo sapiens), P08173;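 active = activation above its plate's cutoff, the mean activation of sample wells plus 3 SD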; note: some results filed as inactive read as strong as hits
Target sequence (P08173 whole entry, looked up): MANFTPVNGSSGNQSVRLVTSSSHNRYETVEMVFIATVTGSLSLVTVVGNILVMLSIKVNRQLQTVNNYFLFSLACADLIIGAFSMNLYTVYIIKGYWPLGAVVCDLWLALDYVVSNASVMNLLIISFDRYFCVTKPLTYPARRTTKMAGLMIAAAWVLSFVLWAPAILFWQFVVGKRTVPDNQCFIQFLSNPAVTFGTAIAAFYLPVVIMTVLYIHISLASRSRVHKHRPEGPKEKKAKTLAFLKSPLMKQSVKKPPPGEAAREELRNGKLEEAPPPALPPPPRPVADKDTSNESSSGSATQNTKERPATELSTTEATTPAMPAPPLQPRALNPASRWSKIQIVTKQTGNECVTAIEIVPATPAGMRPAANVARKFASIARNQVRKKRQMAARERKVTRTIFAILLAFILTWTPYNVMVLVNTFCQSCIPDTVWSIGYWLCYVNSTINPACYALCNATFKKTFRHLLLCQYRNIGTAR
CHRM5 PAM = human M5 muscarinic receptor positive allosteric modulators, primary screen, CHO-K1 cells, Fluo-8 calcium fluorescence | AID 624038, 2012 | 360,000 compounds, 0.3% hits | CHO-K1 hM5, ACh EC20 PAM; 0% = ACh EC20, 100% = ACh EC100 | Muscarinic acetylcholine receptor M5 (Homo sapiens), P08912 | activation, % at 3 µM;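 active = activation above the run cutoff, the mean activation of all test compounds plus 3 SD, cut at about 18% in these data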
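Test system: CHO-K1 hM5 cells / Doses: single-point, 3 µM nominal / Times: Post-acetylcholine fluorescence recording 140 s / Technique: Fluo-8 calcium fluorescence / Measure: Max/basal fluorescence ratio as % of EC20–EC100 ACh window / Benchmarks: low control EC20 acetylcholine (0%), high control EC100 acetylcholine (100%) / Replicates: one well per compound, no replicates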
M5 antag = human M5 muscarinic receptor antagonists, primary screen, CHO cells, Fluo-8 calcium fluorescence | Muscarinic acetylcholine receptor M5 (Homo sapiens), P08912 | CHO-hM5 cells, ACh EC80 | inhibition, % at 3 µM | 360,000 compounds, 0.59% hits | AID 624040, 2012;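 active = inhibition above a per-plate cutoff, the mean of that plate's test compounds plus 3 SD, cut at about 27% in these data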;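 note: 0% = acetylcholine EC80 with DMSO and 100% = DMSO without agonist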
CRFR2-BP antag = antagonists of CRF-BP/CRF-R2 complex, primary screen, cell-based, HEK293, calcium dye fluorescence, uHTS; CRF-induced calcium fluorescence; inhibition, % at 11.8 µM; 350,000 compounds, 0.59% hits;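 active = inhibition of the ligand-induced calcium signal above about 50% at the single tested concentration, limit read from the data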
Numbers without * were called inactive; nt = not tested or not shown.

SMILES | M5 ag | CRFBP-R2 agonist | TAAR1 agonist | TAAR1 antagonist | CHO-K1 Ca PAM | CHRM4 PAM | CHRM5 PAM | M5 antag | CRFR2-BP antag
O=C(NCCCCc1ccccc1)Nc1cccc(F)c1 | -1 | 1.8 | 2 | -32 | -19 | 2 | -11 | 27 | 18
CCOC(=O)N1CCN(C(=O)c2ccc(Cn3c(=S)[nH]c4cc5c(cc4c3=O)OCO5)cc2)CC1 | 2 | 1.4 | 3 | -40 | 19 | 21 | 9 | -10 | -5
COc1ccc(N2C(=O)CC(N3CCCCC3)C2=O)cc1 (stereo not given) | -2 | 0.6 | 9 | -5 | 2 | 4 | 5 | -13 | 4
Cc1cc(Cl)ccc1NC(=O)CCC(=O)N/N=C/c1cc([N+](=O)[O-])ccc1O | -1 | 0.0 | 3 | -7 | 16 | 8 | 0 | 1 | -7
O=C(CSc1nnc(-c2c[nH]c3ccccc23)o1)N(Cc1ccccc1)c1ccc(F)cc1 | 0 | 3.9 | nt | nt | 10 | -11 | -2 | 0 | -21
CCCCSCCCNC(=O)Nc1ccc(C)c(C)c1 | -5 | -2.2 | 1 | -14 | -14 | -2 | 14 | 0 | 2
COc1cc(-c2nnc(NC(=O)CS(=O)(=O)c3ccc(F)cc3)o2)cc(OC)c1OC | 2 | 0.1 | 3 | 6 | 0 | 6 | 2 | -1 | -1
CCOC(=O)c1c(NC(=O)CSc2nc3nc(C)cc(C)n3n2)sc(CC)c1C | -1 | 1.5 | 3 | -25 | -2 | 6 | -5 | 12 | -25
Cc1ccc(CN2C(=O)C(=O)N(CC(N)=O)C2=O)cc1 | 1 | 0.4 | 5 | -11 | 8 | 4 | 0 | 6 | 11
COc1ccc(NC(=O)CN(C)S(=O)(=O)c2ccccc2)c([N+](=O)[O-])c1 | -3 | 0.4 | 13 | 1 | 14 | 4 | 0 | 1 | -29
Cc1ccc(/C=C/C(=O)NC(=S)Nc2ccc(S(=O)(=O)Nc3cc(C)on3)cc2)cc1 | -6 | -0.2 | -2 | 13 | -2 | -3 | 7 | -3 | 33
CS(=O)(=O)c1sc(C(=O)NC(=S)Nc2ccc(OC(F)(F)F)cc2)c2c1C=CCC2 | nt | -1.9 | 8 | -35 | nt | nt | nt | nt | -1
COc1ccccc1OCc1nn[nH]n1 | -2 | 0.9 | -1 | 6 | 4 | -7 | -10 | 19 | 11
CCOC(=O)N1CCN(C(=O)c2oc(=O)c3ccccc3c2-c2ccc(C)cc2)CC1 | 1 | -0.8 | -2 | -6 | 5 | 1 | 0 | -4 | 15
O=C(CSCc1ccc(Cl)cc1)N/N=C/c1ccccc1 | -3 | -0.2 | 3 | 0 | 9 | 1 | -9 | 4 | -25
CC1=C(C(=O)Nc2ccccc2)C(c2ccco2)C(C#N)=C(SCC(=O)OC(C)C)N1 (stereo not given) | 0 | -0.5 | nt | nt | 1 | -17 | -18 | 14 | -61
O=C(c1ccco1)N1CCN(C(=O)C2CCN(S(=O)(=O)Cc3ccccc3)CC2)CC1 | -8 | 5.8 | -2 | 18 | 11 | 1 | 9 | 0 | -2
CCOC(=O)C1=C(C)N(C)C(=S)NC1c1cc(OC)ccc1OC (stereo not given) | -5 | -9.2 | -1 | 3 | -4 | 4 | 2 | -8 | -13
Cc1ccc(S(=O)(=O)N2CCN(C(=O)COC(=O)Cc3c(F)cccc3Cl)CC2)c(C)c1 | 4 | 1.8 | 1 | 9 | 13 | 7 | -6 | 7 | 7
CC1OC(OC2C(CO)OC(OCC3OC(OC(=O)[C@@]45CCC(C)(C)C[C@@H]4C4=CC[C@@H]6[C@@]7(C)CCC(OC8OCC(O)C(O)C8OC8OC(C)C(O)C(O)C8O)[C@@](C)(CO)C7CC[C@@]6(C)[C@]4(C)CC5)C(O)C(O)C3O)C(O)C2O)C(O)C(O)C1O (stereo not given in full) | 0 | 2.2 | 0 | 12 | 24 | -1 | -1 | 4 | 12
COc1nc(OC)nc(N2CCC(C(=O)Nc3cccc4c3CCCC4)CC2)n1 | -2 | -1.5 | -2 | -3 | 3 | 12 | 6 | -1 | 7
COc1cccc(C(=O)NC(=S)Nn2cnnc2)c1OC | 0 | -0.4 | 1 | -36 | 0 | 1 | 5 | 2 | -6
COc1ccc(-n2c(=O)c3ccccc3n(CC(=O)NCC3CCCO3)c2=O)cc1 (stereo not given) | 0 | -1.5 | 9 | -8 | 14 | 14 | 6 | 5 | 0
Cc1ccc(C)c(S(=O)(=O)N2CCN(C(=O)CCNC(=O)c3ccc(Br)cc3)CC2)c1 | -3 | -2.0 | 0 | -2 | -13 | 2 | -3 | 2 | 3
COc1ccc(CCN2C(=O)CCC2(C)c2nnnn2-c2ccc3c(c2)OCCO3)cc1OC (stereo not given) | 4 | nt | 1 | -13 | 18 | 7 | 0 | 0 | nt
Cc1[nH]c2ccc(F)cc2c1CCN(Cc1cccnc1)C(=S)Nc1cccc(F)c1 | -5 | 0.7 | 4 | -5 | 0 | 4 | -5 | -1 | 2
Cc1cc(S(=O)(=O)N2CCN=C2c2ccccc2)c(C)cc1Cl | 0 | 4.0 | 5 | -2 | -3 | -4 | -5 | 10 | 5
COc1ccc(OC)c(C2=Nn3c(nnc3-c3cccc(OC(C)C)c3)SC2)c1 | 1 | -0.1 | 15 | 9 | -1 | 14 | 0 | 3 | -4
CCCCCCC[C@H](N)[C@H](O)C(=O)N(C)[C@@H](CCS(C)=O)C(=O)N[C@@H](Cc1ccc(O)cc1)C(=O)N[C@@H](Cc1ccc(O)cc1)C(=O)O (stereo not given in full) | 7 | -0.7 | 14 | -6 | 5 | 13 | 11 | 1 | -1
Cc1[nH]ccc(=O)c1Oc1ncc(C(F)(F)F)cc1Cl | 0 | 0.2 | 5 | -5 | 21 | 2 | 8 | -5 | -9

Rewritten with each value named: entries from further up.
COc1nc(OC)nc(N2CCC(C(=O)Nc3cccc4c3CCCC4)CC2)n1
  M5 ag: -2; CRFBP-R2 agonist: -1.5; TAAR1 agonist: -2; TAAR1 antagonist: -3; CHO-K1 Ca PAM: 3; CHRM4 PAM: 12; CHRM5 PAM: 6; M5 antag: -1; CRFR2-BP antag: 7

COc1cccc(C(=O)NC(=S)Nn2cnnc2)c1OC
  M5 ag: 0; CRFBP-R2 agonist: -0.4; TAAR1 agonist: 1; TAAR1 antagonist: -36; CHO-K1 Ca PAM: 0; CHRM4 PAM: 1; CHRM5 PAM: 5; M5 antag: 2; CRFR2-BP antag: -6

(list continues)
SMILES | M5 ag | CRFBP-R2 agonist | TAAR1 agonist | TAAR1 antagonist | CHO-K1 Ca PAM | CHRM4 PAM | CHRM5 PAM | M5 antag | CRFR2-BP antag
CC12CCC(c3c1nc1ccccc1[n+]3[O-])C2(C)C (stereo not given) | -2 | -1.1 | 4 | -7 | 25 | 1 | -3 | 3 | 0
CC(=O)c1nn(-c2ccccc2)c(=Nc2ccccc2)cc1C | -6 | nt | -3 | -36 | 4 | 2 | 0 | -1 | nt
CCCCN(CC)C(=O)c1cc2cc3ccc(Cl)cc3nc2o1 | -6 | 0.9 | -3 | -4 | 9 | 4 | 6 | -3 | -11
CC1(C)Cc2c(C#N)c(N3CCN(C(=O)c4ccccc4Cl)CC3)nc(-c3ccco3)c2CS1 | -5 | 6.5 | 5 | 3 | 18 | 0 | -1 | 2 | 3
Cc1ccc(C(O)P(=O)(OC2CCCCC2)OC2CCCCC2)cc1 (stereo not given) | -1 | 0.3 | 5 | -1 | 19 | 6 | 0 | -3 | -16
CCCCCCCn1c2c(c(=N)c3c1CCC3)CCCC2 | -10 | -0.3 | 12 | 12 | 15 | -11 | -7 | 17 | -1
CCn1ccc(C(=O)Nc2ncc(C)s2)n1 | -4 | 0.0 | 0 | -14 | 12 | 5 | 1 | 13 | 14
O=C(Nn1cnnc1)C1Cc2ccccc2CN1S(=O)(=O)c1ccc(F)cc1 (stereo not given) | -1 | -2.0 | 2 | 1 | 19 | 11 | 1 | 3 | 3
Cc1cc(C)c2c(=O)n3c(nc2c1)C(Cc1ccccc1)NC(=O)c1cccnc1-3 (stereo not given) | 0 | -0.7 | 1 | -19 | 5 | 5 | 5 | -17 | -4
CC(C)CCOc1ccc(C(=O)NNC(=O)CNC(=O)c2ccccc2F)cc1 | -2 | -2.4 | 2 | -13 | 2 | 4 | -2 | 14 | -12
CSc1cccc(NC(=S)NCCCO)c1 | -4 | 1.9 | 9 | -1 | -2 | 0 | -1 | 12 | -16
COc1ccccc1/C=C1\SC(=S)N(CCC(=O)Nc2cc(C)on2)C1=O | -2 | 0.0 | 7 | 30 | 3 | -2 | -4 | 14 | -14
Cc1nnc2n(-c3ccccc3)c(=O)c3c4c(sc3n12)CCCC4 | -1 | -3.8 | 1 | -10 | -2 | 5 | -2 | -3 | -17
CCOC(=O)c1[nH]c2c(c1C)C(=O)CC(c1ccc(OC)c(OC)c1)C2 (stereo not given) | 3 | -0.4 | 7 | 9 | 3 | 2 | -2 | 9 | 12
O=C(O)c1ccc(/C=N/Nc2ncc(Cl)cc2Cl)cc1 | 3 | -0.9 | 36 | -18 | 14 | -8 | -3 | 5 | -5
CC(=O)NCCC(Cc1ccccc1)c1ccco1 (stereo not given) | 0 | -1.5 | 1 | 2 | 0 | 2 | -6 | 0 | -3
O=C1NC(c2ccncc2)Nc2sc3c(c21)CCCC3 (stereo not given) | -2 | 0.9 | 3 | -9 | -10 | 12 | -3 | 7 | -57
COc1ccc2cc(C#N)c(N3CCOCC3)nc2c1 | 3 | -7.1 | 11 | 34 | 5 | 0 | 4 | 5 | 10
COC(=O)C1CCN(c2cc(=O)n(C3CCCCC3)c(=O)[nH]2)CC1 | 7 | 1.2 | 8 | 5 | 17 | -2 | -8 | 6 | 15
COc1cccc(-n2nnnc2SCC(=O)NC2CCCC2)c1 | 0 | -1.9 | 11 | 1 | 4 | 8 | -2 | -1 | -11
CC(=O)c1cccc(NS(C)(=O)=O)c1 | 1 | 0.7 | 1 | 10 | 4 | -1 | -2 | -5 | -2
Cc1ccccc1Nc1nnc(SCC2CCCCO2)s1 (stereo not given) | -5 | 2.8 | 5 | -12 | 17 | -2 | 2 | -3 | -24
c1ccc2sc(SN3CCOCC3)nc2c1 | 2 | -1.9 | 13 | -11 | 5 | 0 | -2 | 0 | -4
